OXTR agonist: human OXTR agonism. 320,000 tested, 0.32% active. activation, % at 3 µM. CHO-OTR cells, Fluo-8 calcium fluorescence; normalized: DMSO 0%, oxytocin 100%;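 active means activation above the mean of all tested compounds plus 3 SD, cutoff set per screening run, cut at about 20% in these data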;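 further: peak over basal fluorescence ratio from a 100 s FLIPR kinetic read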
Target sequence (P30559 whole entry, looked up): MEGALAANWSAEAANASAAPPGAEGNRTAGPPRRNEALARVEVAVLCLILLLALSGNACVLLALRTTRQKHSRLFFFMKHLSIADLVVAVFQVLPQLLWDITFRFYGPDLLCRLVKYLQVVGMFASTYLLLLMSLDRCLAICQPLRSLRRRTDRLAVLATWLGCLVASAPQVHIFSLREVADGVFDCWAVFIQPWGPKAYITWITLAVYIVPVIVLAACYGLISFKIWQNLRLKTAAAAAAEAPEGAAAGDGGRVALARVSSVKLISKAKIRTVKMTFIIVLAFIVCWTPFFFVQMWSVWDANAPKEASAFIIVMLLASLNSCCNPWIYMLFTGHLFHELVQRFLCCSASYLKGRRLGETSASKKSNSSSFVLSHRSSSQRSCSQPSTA
OXTR potentiate: potentiates the human oxytocin receptor response; CHO-OTR cells, Fluo-8 calcium fluorescence, potentiator mode; 0% = oxytocin EC15, 100% = EC100; activation, % at 3 µM; 320,000 tested, 0.061% active; AID 2445;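 active means activation above that plate's cutoff, the mean activation of tested compounds plus 3 SD, cut at about 6.6% in these data, passing the limit was not always enough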;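 further: 100% uses oxytocin at 75 nM as the full agonist control; some results filed as inactive read as strong as hits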
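Material: CHO-OTR cells, human receptor; compound dosing: single dose, 3.0 µM nominal final compound concentration; schedule: 6 min compound pre-incubation at room temperature, 100 s kinetic read; measured by: kinetic Fluo-8 calcium fluorescence; read-out basis: % activation vs EC15 and EC100 oxytocin; controls: EC15 oxytocin alone as 0%, 75 nM oxytocin as 100%; replicates: singlicate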
V1aR counter: activates human V1a receptor in oxytocin agonist counter-screen; CHO-V1R cells, Fluo-8 calcium fluorescence, agonist mode; 0% DMSO, 100% 3 nM vasopressin; activation, % at 3 µM; 320,000 tested, 0.25% active; AID 2797;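 active means activation above the mean activation of all tested compounds plus 3 SD, per screening run, cut at about 20% in these data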;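 further: signal is peak over basal fluorescence ratio across a 100 second FLIPR read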
CHO parental Ca: signal in parental CHO cells, OX1R antagonist counter-screen | parental CHO-K1, ATP-induced calcium, Fluo-8 fluorescence | inhibition, % at 5.6 µM | 330,000 tested, 0.63% active | AID 463079;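 active means inhibition above that plate's mean sample inhibition plus 3 SD, cut at about 26% in these data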;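 further: 0% = ATP-challenged DMSO wells and 100% = DMSO wells without ATP; some compounds past the cut are filed as inactive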
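Assay system – parental CHO cells · Reagent – ATP stimulus · Detection – intracellular calcium via Fluo-8 no-wash fluorescent dye · Evaluation – percent inhibition of ATP-evoked calcium rise, normalized to controls · Controls – ATP wells versus no-ATP DMSO wells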
M1 ag: activates human CHRM1 receptor. CHO-K1 hM1, Fluo-8 calcium fluorescence, agonist mode; 0% DMSO, 100% acetylcholine EC100. activation, % at 3 µM. 360,000 tested, 0.33% active;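 active means activation above the run's mean compound activation plus 3 SD, cut at about 16% in these data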;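 further: peak over basal fluorescence ratio within a 140 s kinetic read after compound addition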
Target sequence (P11229 whole entry, looked up): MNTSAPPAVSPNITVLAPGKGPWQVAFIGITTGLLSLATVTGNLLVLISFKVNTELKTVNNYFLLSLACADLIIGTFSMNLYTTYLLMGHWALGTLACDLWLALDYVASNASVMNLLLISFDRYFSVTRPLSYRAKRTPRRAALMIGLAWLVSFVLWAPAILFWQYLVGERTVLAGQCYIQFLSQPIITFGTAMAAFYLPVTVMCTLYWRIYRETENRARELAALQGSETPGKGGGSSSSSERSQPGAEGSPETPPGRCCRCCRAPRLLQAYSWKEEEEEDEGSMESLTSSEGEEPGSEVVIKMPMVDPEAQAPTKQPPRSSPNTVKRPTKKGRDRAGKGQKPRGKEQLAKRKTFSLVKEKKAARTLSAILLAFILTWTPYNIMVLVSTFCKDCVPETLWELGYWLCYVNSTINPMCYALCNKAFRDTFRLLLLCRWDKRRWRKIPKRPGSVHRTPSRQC
TAAR1 antagonist: human TAAR1 antagonism; CHO RD-HGA16 TAAR1, Fluo-8 calcium fluorescence, antagonist; inhibition, % at 3 µM; 360,000 tested, 1.5% active; AID 624466;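 active means inhibition above a per-plate cutoff, the mean inhibition of test compounds on that plate plus 3 SD, cut at about 49% in these data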;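 further: 0% = DMSO plus EC80 beta-PEA response and 100% = DMSO alone without agonist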
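Material: CHO RD-HGA16 cells bearing hTAAR1; compound dosing: one-point dosing, 3 µM nominal final; schedule: dye loading 75 min at 37 °C, then 30 min room temperature; measured by: calcium fluorescence with Fluo-8; control set: vehicle and agonist controls; replication: n of 1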
CHRM1 PAM: human CHRM1 positive allosteric modulation; P11229; CHO-K1 hM1, Fluo-8 calcium fluorescence, ACh EC20; 0% = ACh EC20, 100% = maximal ACh; activation, % at 3 µM; 360,000 tested, 0.088% active; in the data active means activation above about 19%, passing the limit was not always enough
TAAR1 ag: agonists of human TAAR1; 360,000 tested, 0.99% active; activation, % at 3 µM; AID 624467; Q96RJ0; CHO RD-HGA16 TAAR1, Fluo-8 calcium fluorescence; vehicle wells 0%, saturating PEA agonist 100%;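 active means activation above the mean activation of all test compounds in the run plus 3 SD, cut at about 38% in these data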
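Test system: RD-HGA16 (CHO) cells co-expressing Gα16 and hTAAR1 / Benchmarks: DMSO vehicle as 0%, PEA at EC100 as 100% / Repeats: no replicates (n 1) / Measure: % activation from peak over basal fluorescence ratio, DMSO-to-PEA scaled / Timing: 17-24 h plating, Fluo-8 75 min 37 °C, 30 min RT / Technique: kinetic Fluo-8 calcium fluorescence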
M1 antag: antagonists of human M1 muscarinic receptor | P11229 | AID 588852 | inhibition, % at 3 µM | CHO-K1 hM1, Fluo-8 calcium fluorescence, ACh EC80 antagonist | 360,000 tested, 1.3% active;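 active means percent inhibition above its own plate's cutoff, namely the mean of that plate's compound wells plus 3 SD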;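 further: peak over basal fluorescence ratio during 140 s after agonist addition; 0% = ACh EC80 plus DMSO and 100% = DMSO alone without agonist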
* = called active by the depositor; . = not tested or not shown; & = joins results of further samples. Compounds were not picked by outcome; overall some 3.7% were active at least once.

SMILES	OXTR agonist	OXTR potentiate	V1aR counter	CHO parental Ca	M1 ag	TAAR1 antagonist	CHRM1 PAM	TAAR1 ag	M1 antag
CC(c1cccs1)N(C(=O)Nc1ccccc1)C1CCCCC1 (configuration not stated)	0.6	4	0.2	1	-7	1	-6	15	-3
COc1ccc(/C=N/N2CCOCC2)cc1COc1ccc(Cl)cc1	-1.4	-3	-0.9	-16	-10	-28	-3	-2	-11
O=C(NCCN1CCN(c2ccccc2F)CC1)c1cccn2c(=O)c3ccccc3nc12	-0.6	0	-0.2	-20	-3	20	-1	9	14
O=C(Nc1ccc(NC(=S)NC(=O)c2cccs2)cc1)c1ccco1	0.8	-3	1.0	-10	3	13	5	3	-1
CCOC(=O)N1CCC(NC(=O)c2cc3c(-c4ccc(Cl)cc4)nn(C)c3s2)CC1	0.6	-3	0.4	-4	-2	-20	-2	1	-7
CCOc1ccc(-c2nc(-c3ccccc3)no2)cc1OCC	0.5	-6	0.8	-8	-2	-7	1	-1	-1
O=C(NCc1ccc(N2CCCC2=O)cc1)c1cn(CCc2ccccc2)nn1	-0.5	-19	2.4	14	-1	6	9	0	-6
COc1ccc(-c2noc(CCC(=O)NCC3CCCO3)n2)cc1OC (configuration not stated)	-1.0	2	1.4	-6	-3	2	5	3	-1
Cc1cc(N2CCOCC2)ccc1/C=C1\NC(=O)N(CC(=O)Nc2ccccc2C)C1=O	0.8	-16	-0.2	-9	-1	-8	1	6	-1
COc1ccccc1CCC(=O)N1CCN(S(=O)(=O)c2cc(C(F)(F)F)ccc2Cl)CC1	-1.6	-5	-0.4	-17	0	-17	8	-1	-3
Cc1nc2ncnn2c(Nc2ccc3c(c2)OCO3)c1Cc1ccccc1	-1.2	-6	-0.5	-7	-5	-4	-1	7	0
Cc1cccc(C)c1OCC(O)CN1CCN(c2ccccc2)CC1 (configuration not stated)	-0.1	-3	1.4	-22	-5	-22	9	4	-13
Cc1cccc(N(CC(=O)NC(C)C)C(=O)CCC(=O)Nc2ccccn2)c1	-0.7	-16	1.0	-13	-4	5	5	0	-11
Cc1cc(C(=O)CN2C(=O)c3ccccc3C2=O)c(C)n1C1CC1	1.0	6	-0.6	-9	-1	3	4	25	-29
CN(C)/C(Cn1cncn1)=C1/N=C(c2ccccc2)OC1=O	1.0	4	0.5	-2	-2	22	5	0	-5
COc1ccc(CNC(=O)C2CCCN2CCc2ccccc2)cc1OC (configuration not stated)	-0.3	2	2.0	-23	-11	-4	11	4	-9
COc1ccc(C)cc1NC(=O)Cn1c(=O)oc2ccccc21	0.0	-2	0.2	-1	-4	-4	6	0	-5
CCC(=O)N1c2ccc(S(=O)(=O)N3CCOCC3)cc2CC1C (configuration not stated)	-0.2	-5	0.3	-11	-4	-6	7	0	-12
COc1ccc(-c2cn(CCC(=O)NCc3ccc(C)cc3)c(-c3ccncc3)n2)cc1	-1.1	2	-0.5	-7	-8	4	1	1	3
COc1cccc(NC(=O)NNC(=O)c2ccc3c(c2)NC(=O)C(C)(C)O3)c1	0.6	-5	0.6	-10	-3	6	5	-1	-7
CC(=O)c1cccc(CN2CCC(CO)(Cc3ccccc3)CC2)c1	0.0	-8	2.4	-10	-11	5	-21	5	16
O=C(Nc1cccc(Cl)c1)c1ccc(S(=O)(=O)NCC2CCCO2)cc1 (configuration not stated)	7.8	-7	7.3	-11	-4	10	-3	2	2
CC/C(=N\O)C(C)(C)/[N+]([O-])=C/c1ccc(Br)cc1	-0.3	-2	2.1	-1	-2	-17	8	9	-11
COc1ccc(C)cc1NC(=O)C(=O)N1CCCC1	-0.4	3	0.1	-2	-1	0	5	2	-7
Cc1ccccc1N1CCN(C(=O)NCc2cccc(Cl)c2)CC1	1.0	-6	3.0	-31	-3	21	1	2	-4

Compounds above containing sulfur (6):
SMILES	OXTR agonist	OXTR potentiate	V1aR counter	CHO parental Ca	M1 ag	TAAR1 antagonist	CHRM1 PAM	TAAR1 ag	M1 antag
CC(c1cccs1)N(C(=O)Nc1ccccc1)C1CCCCC1 (configuration not stated)	0.6	4	0.2	1	-7	1	-6	15	-3
O=C(Nc1ccc(NC(=S)NC(=O)c2cccs2)cc1)c1ccco1	0.8	-3	1.0	-10	3	13	5	3	-1
CCOC(=O)N1CCC(NC(=O)c2cc3c(-c4ccc(Cl)cc4)nn(C)c3s2)CC1	0.6	-3	0.4	-4	-2	-20	-2	1	-7
COc1ccccc1CCC(=O)N1CCN(S(=O)(=O)c2cc(C(F)(F)F)ccc2Cl)CC1	-1.6	-5	-0.4	-17	0	-17	8	-1	-3
CCC(=O)N1c2ccc(S(=O)(=O)N3CCOCC3)cc2CC1C (configuration not stated)	-0.2	-5	0.3	-11	-4	-6	7	0	-12
O=C(Nc1cccc(Cl)c1)c1ccc(S(=O)(=O)NCC2CCCO2)cc1 (configuration not stated)	7.8	-7	7.3	-11	-4	10	-3	2	2

The listing picks up; the 3 compounds before the break are reprinted first.
SMILES	OXTR agonist	OXTR potentiate	V1aR counter	CHO parental Ca	M1 ag	TAAR1 antagonist	CHRM1 PAM	TAAR1 ag	M1 antag
CC/C(=N\O)C(C)(C)/[N+]([O-])=C/c1ccc(Br)cc1	-0.3	-2	2.1	-1	-2	-17	8	9	-11
COc1ccc(C)cc1NC(=O)C(=O)N1CCCC1	-0.4	3	0.1	-2	-1	0	5	2	-7
Cc1ccccc1N1CCN(C(=O)NCc2cccc(Cl)c2)CC1	1.0	-6	3.0	-31	-3	21	1	2	-4
O=C(CSc1ccc(Br)cc1)Nc1cccc(S(=O)(=O)N2CCOCC2)c1	.	.	.	.	0	5	-2	6	12
CC1C(=O)C(C)(C)C(=O)OC1c1ccc([N+](=O)[O-])cc1 (configuration not stated)	-1.4	-14	0.3	2	-5	-7	-3	0	5
Cc1ccc(S(=O)(=O)N2[C@H](c3ccc(Cl)cc3)CC(=O)[C@@H]3CN(S(=O)(=O)c4ccccc4C)[C@H](c4ccc(Cl)cc4)C[C@@H]32)cc1	.	.	.	.	0	-8	0	1	7
CC1(C)CC(Cc2cccc(C(F)(F)F)c2)N(C(=O)OC(C)(C)C)C1 (configuration not stated)	.	.	.	.	-3	-7	-1	1	-2
CC(C)CC(NC(=O)C1CCC(=O)N1C(=O)OCc1ccccc1)C(=O)NC(Cc1ccccc1)C(N)=O (configuration not stated)	0.1	-8	0.2	-9	-2	-7	0	2	-5
COCCOC(=O)C1=C(C)Nc2nc(C)nn2C1c1ccc(F)cc1 (configuration not stated)	0.8	2	-0.4	0	-2&-5	16&-6	3&4	1&8	-2&1
O=C(NCCCN1CCN(c2ccccc2F)CC1)C1CC(=O)N(C2CCCC2)C1 (configuration not stated)	-0.4	0	-0.1	-22	-12	-28	-13	1	16
CO/N=C/NC(=O)c1c(OC)ccnc1Oc1ccccc1	0.0	-2	0.3	-2	5	-4	20	4	-38
Cn1c(CCN2CCOCC2)nc2cc(NS(=O)(=O)c3ccccc3)ccc21	1.2	-10	0.9	-12	-6	2	0	1	-5
CC(=O)Nc1ccc(CNc2nc(NCC3CC3)nc3ccsc23)cc1	.	.	.	.	-8	-5	14	4	-19
Cc1cc(Cl)ccc1OCCCC(=O)NCCc1nnc2ccccn12	-0.9	5	1.3	-29	-3	-13	2	0	-1
CC1CCN(CC(=O)Nc2cc(C(F)(F)F)ccc2Cl)CC1	0.0	1	0.7	-4	-4	-27	0	8	4
NC(=S)NN=Cc1nccc2c(N)cccc12	.	.	.	.	-1	-18	4	2	-9
C=CCNC(=O)c1onc(CSc2cccc3ccccc23)c1C(=O)O	-0.1	-10	0.9	-9	-1	-4	-4	10	7
CC(=O)c1c(C)oc2ccc(N(C(C)=O)S(=O)(=O)c3cccc4cccnc34)cc12	2.9	-18	7.5	-18	2	59*	-25	15	60*
CCOC(=O)CSc1nc2c(sc(=S)n2-c2ccccc2OC)c(=O)n1Cc1ccco1	0.9	-3	0.4	3	-3	10	-7	6	3
CCOC(=O)N1CCN(CC(=O)Nc2nc3ccc(OC)cc3s2)CC1	0.1	-17	2.0	-10	1	-17	9	4	-10
COc1ccc(-c2nc(SCC(=O)Nc3cccc(S(N)(=O)=O)c3)n[nH]2)cc1	.	.	.	.	-4	-19	-2	17	8
S=c1nc(-c2cc(Cl)cc(Cl)c2)[nH][nH]1	-1.9	-6	-0.1	-4	6	9	18	1	-19
O=C(COC(=O)c1ccc(Cl)nc1)Nc1cccnc1Cl	0.2	-6	0.1	-8	-2	-14	14	1	-13
O=C(CSc1nnc(Cn2nnc3ccccc32)o1)Nc1cccc(Cl)c1	7.9	-11	5.9	-12	0	18	6	7	0
CCCN1CCC(NC(=O)Nc2ccccc2C(=O)OC)CC1	1.4	-9	0.4	-7	3	8	5	5	-5
Cc1cc(-c2ccc(S(=O)(=O)N(C)c3ccc(C)c(C)c3)s2)on1	-1.6	-6	1.7	7	-3	42	-14	0	17

Compound activity: PubChem, The Scripps Research Institute Molecular Screening Center
